Compound activity deposited in PubChem BioAssay by National Center for Advancing Translational Sciences (NCATS).
SNCA expr inh: SNCA gene expression inhibition. Potency, µM (series often up to 57.2 µM), inactives show at the highest dose activity change, negative = inhibition, hits mostly inhibitors. 0.17% of 140,000 active. AID 1671194. HEK-293 SNCA-luciferase knock-in, luminescence, 24 h;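 further: potency means the concentration at half of the fitted maximal effect; plate controls were DMSO cells for no effect and cell-free wells for full effect; nearly all actives have a fitted effect of over 45% in size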
HEK cytotox: kills HEK 293 cells; Potency, µM (series often up to 115 µM), without a hit: top-dose activity change, negative = cytotoxicity, hits mostly inhibitors; 6.6% of 94,000 active; HEK 293 viability, ATP luminescence (CellTiter-Glo), 48-72 h; AID 1345083; further: potency means the concentration at half of the fitted maximal effect; nearly all actives have a fitted effect of over 60% in size
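HEK 293 seeded at 250 cells/well receive compound via pintool. After 48 or 72 hr at 37 degree Celsius, 5% CO2 and 95% humidity, CellTiter-Glo is dispensed and luminescence read following 10 min at room temperature.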
HEK293 viab: reduces viability of HEK-293 SNCA reporter cells; HEK-293-SNCA-luc viability, GF-AFC fluorescence, 24 h; Potency, µM (doses to about 57.1 µM), for inactives: at the highest dose activity change, negative = cytotoxicity, most hits filed as cytotoxic; 0.12% of 150,000 active;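 further: potency means the concentration at half of the fitted maximal effect; 0% = DMSO-treated cells and -100% = medium-only wells without cells; nearly all actives have a fitted effect of over 30% in size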
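HEK-293-SNCA-luc cells (1500/well) plated 24 h, then exposed 24 h to a dilution series; GF-AFC added 30 min at 37C, fluorescence 405/540 nm; normalised to medium-only and DMSO wells, Hill fit.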
FLuc inh: blocks purified firefly luciferase enzyme activity; purified P. pyralis luciferase, luminescence, biochemical; 2.5% of 76,000 active; Potency, µM (highest dose often 115 µM), for inactives: top-dose activity change, negative = inhibition, most hits filed as inhibitors; further: potency means the concentration at half of the fitted maximal effect; nearly all actives have a fitted effect of over 65% in size
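Biochemical qHTS: compound (6-point titration) added to 10uM D-luciferin plus 10uM ATP in Tris acetate pH 7.5 buffer with Mg, Tween-20 and BSA, then purified enzyme at 10nM; light output imaged.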
IP6K1 inh: inhibitors of human IP6K1. IP6K1 kinase, ADP-Glo luminescence, 2 h; hits give low values. AID 1645851. activity change, % (series mostly up to about 58 µM). Q92551. 0.81% of 140,000 active; in the data active means activity change below about -25%
Target sequence (Q92551 whole entry, looked up): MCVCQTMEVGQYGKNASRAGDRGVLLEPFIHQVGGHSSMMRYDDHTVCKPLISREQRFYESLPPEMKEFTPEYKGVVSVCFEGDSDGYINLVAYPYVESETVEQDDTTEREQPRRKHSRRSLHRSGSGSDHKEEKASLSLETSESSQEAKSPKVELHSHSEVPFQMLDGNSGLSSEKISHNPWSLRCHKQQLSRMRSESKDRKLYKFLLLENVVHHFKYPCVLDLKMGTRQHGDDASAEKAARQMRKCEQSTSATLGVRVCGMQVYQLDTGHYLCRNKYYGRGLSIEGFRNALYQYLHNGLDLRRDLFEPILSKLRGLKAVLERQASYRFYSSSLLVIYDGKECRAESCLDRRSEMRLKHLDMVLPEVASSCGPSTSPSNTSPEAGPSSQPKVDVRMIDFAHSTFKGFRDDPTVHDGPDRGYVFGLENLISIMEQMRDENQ
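ADP-Glo luminescence measures ADP made by human IP6K1 during a 2 h RT reaction with ATP/IP6 (mix at 1.3 mM/130 uM); top library doses 57.5 and 19.1 uM final.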
GPT2 inhibitor: blocks human glutamate pyruvate transaminase 2; Recombinant GPT2, coupled pyruvate oxidase/HRP Amplex Red fluorescence; Potency, µM (series often up to 57.7 µM), inactives show at the top dose activity change, negative = inhibition, usual class: inhibitors; 0.25% of 100,000 active; further: potency means the concentration at half of the fitted maximal effect; nearly all actives have a fitted effect of over 60% in size; many of its hits are not listed in these tables
Target sequence (Q8TD30 whole entry, looked up): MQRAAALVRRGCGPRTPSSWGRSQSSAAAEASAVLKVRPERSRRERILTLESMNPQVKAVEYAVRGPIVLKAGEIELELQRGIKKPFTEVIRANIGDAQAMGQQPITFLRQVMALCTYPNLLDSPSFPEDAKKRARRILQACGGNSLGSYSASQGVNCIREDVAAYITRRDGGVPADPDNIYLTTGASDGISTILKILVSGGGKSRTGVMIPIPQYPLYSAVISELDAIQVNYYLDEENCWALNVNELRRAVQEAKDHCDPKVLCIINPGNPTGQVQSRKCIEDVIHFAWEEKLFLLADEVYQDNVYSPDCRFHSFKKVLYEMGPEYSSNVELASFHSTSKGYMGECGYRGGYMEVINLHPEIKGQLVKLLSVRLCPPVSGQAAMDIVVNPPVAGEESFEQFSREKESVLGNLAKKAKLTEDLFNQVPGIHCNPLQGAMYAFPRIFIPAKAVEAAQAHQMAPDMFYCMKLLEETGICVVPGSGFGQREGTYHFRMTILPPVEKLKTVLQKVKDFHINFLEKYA
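Fluorescence read-out: pyruvate from GPT2 turnover coupled to pyruvate oxidase, HRP and Amplex Red (0.2mM ThPP, 0.2U/mL PO and HRP, 50uM Amplex final). Substrates 250uM a-KG, 2mM L-alanine; enzyme 10ng/uL; 30 min RT.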
NIH3T3 tox: kills NIH 3T3 cells. Potency, µM (series often up to 96.7 µM), inactives show top-dose activity change, negative = cytotoxicity, most hits filed as inhibitors. 4.3% of 94,000 active. NIH 3T3 viability, CellTiter-Glo ATP luminescence, 48-72 h. AID 1345082; further: potency means the concentration at half of the fitted maximal effect; nearly all actives have a fitted effect of over 55% in size
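NIH 3T3 cells at 400 cells/well received 23 nL of compound by pintool and were incubated 48 or 72 h at 37 °C. Viability was read as ATP-coupled CellTiter-Glo luminescence.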
* = called active by the depositor; i = inactive; ? = inconclusive; . = no result given; [ ] = another dose, or the depositor's remark. Unless noted, the call rests on the fitted dose curve; in most records, active means well fitted curve in the direction sought with a large enough effect; inconclusive means small, poorly fitted or top-dose-only effect, or another doubt; inactive means no such curve, though single readings can be large; an effect the other way counts as inactive or inconclusive. Unless noted, on the % scale 0 is the no-effect control and ±100 the full control effect.

Sequence of screens: SNCA expr inh	HEK cytotox	HEK293 viab	FLuc inh	IP6K1 inh	GPT2 inhibitor	NIH3T3 tox
> CC(C)CCC[C@@H](C)[C@H]1CC[C@H]2[C@@H]3CC(=O)[C@H]4C[C@@H](O)CC[C@]4(C)[C@H]3CC[C@]12C
    .	.	-2%	.	-4	i	.
> Cc1ccc(Cn2cc(C(=O)c3ccc(F)cc3)c(=O)c3cc4c(cc32)OCO4)cc1
    -21%	.	-9%	.	-16	.	.
> COc1ccc(-c2ccnc3nc(C4CCC4)nn23)cc1
    2%	?	-10%	-7%	-14	-7%	?
> CCOC(=O)C(C)Sc1ccc2nnc(CCNS(=O)(=O)c3ccc(C)cc3)n2n1 (stereo not given)
    -2%	.	-3%	.	-4	.	.
> Cc1ccc(Cl)c(OCC(=O)c2ccc3c(c2)N(CCCC(=O)NC2CC2)C(=O)CO3)c1
    -17%	?	-19%	-11%	27	-34%	?
> COc1ccc(C(=O)N2CCCN(c3ccc4nnc(C)n4n3)CC2)cc1
    .	-2%	.	.	-8	.	-2%
> O=[S+]([O-])(NC1CCN(Cc2ccc(-c3ccsc3)cc2)C1)c1cccs1 (stereo not given)
    ?	40µM*	-13%	.	-13	-1%	35µM*
> Cc1cc(Nc2cccc(C(F)(F)F)c2)nc2ccc(NC(=O)c3ccc(=O)[nH]c3)cc12
    -27%	.	-16%	.	25	.	.
> COc1ccc(CCNC(=O)C2(c3cccs3)CCOCC2)cc1
    28%	.	?	.	7	.	.
> COc1cc2ccccc2cc1C(=O)Nc1ccc2oc(-c3cc(Br)ccc3Cl)nc2c1
    -1%	.	-10%	.	-6	.	.
> CCOC(=O)c1c(NC(=O)CSc2cn(CCNC(=O)c3cccc(C(F)(F)F)c3)c3ccccc23)sc2c1CCC2
    1%	.	6%	.	2	.	.
> COc1ccc(CCc2nc3nccc(-c4ccc5c(c4)OCCCO5)n3n2)cc1OC
    -12%	45µM*	5%	?	3	-1%	?
> CCn1cc(S(=O)(=O)N2CCC[C@H](n3c(=O)n(CC4CC4)c4cccnc43)C2)cn1
    11%	40µM*	-5%	1%	6	0%	-24%
> COC(=O)CN1C(=O)C(C)(C)c2cc(S(=O)(=O)Nc3ccc(Br)cc3F)ccc21
    -9%	.	10%	.	-8	.	.
> Cc1ccc(C)c(N2CCN(S(=O)(=O)c3csc(C(N)=O)c3)CC2)c1
    -24%	.	-5%	.	-30*	.	.
> CCC1Oc2ccc(C)cc2N(CC(=O)N2CCN(c3ccccc3OC)CC2)C1=O (stereo not given)
    69%[activator]	.	0%	.	10	.	.
> CCOC(=O)c1noc2ncn(CC(=O)O)c(=O)c12
    60%[activator]	.	-18%	.	-13	.	.
> COC(=O)c1ccc(NC(=O)c2cc(S(=O)(=O)N3CCC(C)CC3)cn2C)cc1
    23%	.	3%	.	-3	.	.
> CCn1ccc2c(OCC(=O)NCc3ccccc3)cccc2c1=O
    38%	.	15%	.	3	.	.
> N#Cc1ccccc1CN1CCCCCCNC(=O)CC1
    10%	1%	-16%	-12%	-10	i	-29%
> CCOCCOC1CCN(S(=O)(=O)c2ccc(OC)cc2)CC1
    14%	7%	7%[12.5 µM]	4%	-5	i	-16%
> CCN1c2cc(C(=O)Nc3cccc(C#N)c3)ccc2C(=O)N2CCCCCC21 (stereo not given)
    -18%	16µM*	26%[12.5 µM]	-2%	11	i	?
> Cc1noc([C@@H]2CN(C(=O)Cc3c(F)cccc3Cl)C[C@H]2CO)n1
    7%	?	-6%	-8%	-2	i	-16%
> CC1=CCC2C(C)(C)CCC[C@]2(C)[C@@]12CC[C@](C)(CC(=O)O)O2 (stereo not given in full)
    .	.	-3%	.	-7	i	.
> CCOC(=O)c1cc(S(=O)(=O)N2CCN(c3cccc(OC)c3)CC2)[nH]n1
    -7%	.	12%	.	12	.	.
> N#CCn1nc2n(c1=O)CCN(S(=O)(=O)c1cccc3cccnc13)CC2
    11%	-3%	2%	-6%	0	i	3%
> CN(C)c1cc(=O)c2ccnc(Nc3ccccn3)c2o1
    -9%[87.6 µM]	-25%[230 µM]	7%[87.6 µM]	14%[230 µM]	-13	?	71µM*
> CN(C)C[C@@H]1CN(C)C[C@H]1NC(=O)c1cnccn1
    -30%	4%	-10%	8%	-8	i	5%
> CC(C)N1CCC(CCN2C(=O)[C@H]3CN(C)C[C@H]3C2=O)CC1
    7%	3%	0%	6%	10	i	3%
> COCCNC(=S)N[C@H]1C[C@H]2C(=O)NC[C@@H](CCC(=O)N3CCN(c4ccccc4)CC3)N2C1
    -4%	-13%	-1%	-4%	-9	3%	i
> CC(C)CCN(C)C1CCc2ccccc21 (stereo not given)
    0%[87.6 µM]	-5%[230 µM]	5%[87.6 µM]	-6%[230 µM]	0	-10%[88.5 µM]	-12%[174 µM]
> CCNC(=O)[C@@H]1C[C@H](NC(=O)c2ccc(OC)o2)CN1Cc1nc(C)no1
    -16%	i	-6%	3%	3	2%	i
> CC1CCC(NC(=O)c2ccc3c(c2)N(Cc2ccccc2)C(=O)c2ccccc2S3(=O)=O)CC1 (stereo not given)
    93%[activator]	.	1%	.	12	.	.
> N#Cc1cccc(-c2ccnc(N[C@H]3CO[C@H]4[C@@H]3OC[C@@H]4NC(=O)c3ccccc3)n2)c1
    ?	?	-6%[87.6 µM]	9%[172 µM]	-7	0%[88.5 µM]	?
> CC1(C)C(=O)N(CC(=O)Nc2ccc(OC(F)(F)F)cc2)c2ccccc21
    -14%	.	-10%	.	48	.	.
> NC(=O)C1(C(=O)N2CCC3(CC2)CC(=O)N(C/C=C/c2ccccc2)C3)CC1
    -2%	3%	-7%	-5%	-2	2%	-4%
> CCOc1ccc(CNC(=O)c2ccc3c(c2)sc2nc(-c4ccc(OC)cc4)cn23)cc1
    19%	.	12%	.	-17	.	.
> COc1cncc(N2CC3(COCC(=O)N(Cc4cccc(OC(F)(F)F)c4)C3)C2)c1
    13%[87.6 µM]	?	-6%[87.6 µM]	3%[172 µM]	4	?	?
> COC[C@H]1C[C@@H](NC(C)=O)[C@H](O)[C@@H]1O
    -4%[87.6 µM]	i	1%[87.6 µM]	0%[299 µM]	-3	-7%[88.5 µM]	i
> O=C(NC1CCN(c2ccc3nnc(-c4ccccc4)n3n2)C1)c1cccc(C(F)(F)F)c1 (stereo not given)
    .	-25%	.	.	16	.	?
> O=S(=O)(c1ccccc1)c1nnn2c1nc(N1CCCCC1)c1ccccc12
    8%	0%	4%	.	-4	-4%	-10%
> Fc1ccccc1Oc1ncnc2c1oc1ccccc12
    59%[activator]	.	-2%	.	-25	.	.
> CCOc1ccc(S(=O)(=O)N(CC(=O)Nc2ccc3c(c2)OCO3)c2ccc(C)cc2)cc1
    -15%	.	-20%	.	21	.	.
> Cc1cccc(N(CC(=O)NCCSCc2ccc(Cl)cc2)S(C)(=O)=O)c1C
    -2%	.	-11%	.	2	.	.
> CC(C)COc1cc(=O)n2c(c1C(=O)N1CCN(c3ccccn3)CC1)CCCCC2
    -22%	i	-12%	-5%	5	i	?
> Cc1noc(C)c1S(=O)(=O)N1CCC(Cc2nc(-c3cccnc3)n[nH]2)C1 (stereo not given)
    -7%	-2%	-4%	-1%	-3	-9%	-10%
> COc1ccc(C(=O)N2[C@@H]3CC[C@H]2CC(NC(=O)c2ccncc2)C3)cc1F (stereo not given in full)
    4%	-10%	-6%	-1%	21	-17%	-12%
> COc1ccc2[nH]cc(CCN=C(NC(=O)c3ccccc3C)Nc3nc(C)cc(C)n3)c2c1
    19%	.	1%	.	5	.	.
> O=C(c1cccc(Cl)c1)N1CCC(C(=O)N2CCC(N3CCOC3=O)CC2)CC1
    -10%	-1%	12%	.	2	-21%	-17%
> CCOC(=O)CCN(Cc1ccccc1)S(=O)(=O)c1csc(C(N)=O)c1
    4%	.	-11%	.	-11	.	.
> Cc1c(C(=O)NC[C@H]2C[C@@H]3C=C[C@H]2C3)sc2ncnc(NCCc3ccccn3)c12
    22%	1%	1%	-1%	7	5%	1%
> CC(C)C(=O)NC[C@H]1O[C@H](Cc2cc(CN3CCCCC3)on2)CC[C@@H]1O
    ?	-2%[172 µM]	-13%[87.6 µM]	-7%[172 µM]	22	-1%[88.5 µM]	i
> COC(=O)c1cc(NC(=O)C2CCCN(S(=O)(=O)c3c(C)n[nH]c3C)C2)cc(C(=O)OC)c1 (stereo not given)
    13%	.	-5%	.	3	.	.
> COCc1nncn1C1CCN(S(=O)(=O)c2cccc(C)c2)CC1
    26%	12%	12%	-2%	3	i	5%
> Cc1oc(-c2ccccc2F)nc1CN1CCC(C(=O)NCCc2ccccc2)CC1
    -17%	.	-10%	.	15	.	.
> O=C(CCc1ccccc1)Nc1ccc(-c2nnc3n2CCCC3)cc1
    ?	-4%	3%	-3%	-3	i	4%
> O=C1CCN(Cc2cccnc2)CCCC(C(=O)NCc2cc(F)cc(F)c2)CCN1 (stereo not given)
    30%	-25%	1%	0%	-5	1%	-13%
> COc1cccc(CCNC(=O)C2CCCCN2Cc2ccc(-c3cc(F)ccc3OC)cc2)c1 (stereo not given)
    .	?	.	.	-1	.	?
> CC(=O)O[C@]1(C(C)=O)CC[C@H]2[C@@H]3C=C(C)C4=CC(=O)CC[C@]4(C)[C@@H]3CC[C@@]21C
    -17%	.	3%	.	.	-24%	.
> O=C(CCc1nc2ccc(Cl)cc2[nH]1)N1CCc2n[nH]c(=O)n2CC1
    -24%	i	10%	-1%	-8	2%	1%

Another view of some results above.
| SMILES | SNCA expr inh | HEK cytotox | HEK293 viab | FLuc inh | IP6K1 inh | GPT2 inhibitor | NIH3T3 tox |
| --- | --- | --- | --- | --- | --- | --- | --- |
| COc1ccc(C(=O)N2CCCN(c3ccc4nnc(C)n4n3)CC2)cc1 | . | -2% | . | . | -8 | . | -2% |
| O=[S+]([O-])(NC1CCN(Cc2ccc(-c3ccsc3)cc2)C1)c1cccs1 (stereo not given) | ? | 40µM* | -13% | . | -13 | -1% | 35µM* |
| Cc1cc(Nc2cccc(C(F)(F)F)c2)nc2ccc(NC(=O)c3ccc(=O)[nH]c3)cc12 | -27% | . | -16% | . | 25 | . | . |

An excerpt. The share of hits here may be higher or lower than overall.
